USP2a block: blocks human ubiquitin-specific protease USP2a; O75604; USP2 core, Ub-CHOP2 coupled fluorogenic reporter, 485/531; Potency, µM (doses to about 38.3 µM), for the others: at the highest dose activity change, negative = inhibition, actives largely listed as inhibitors; hit rate 0.01% among 330,000;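 also: potency is read from the fitted curve at half-maximal effect; plate controls were DMSO wells for no effect and full inhibition by NEM control for full effect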
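Cell-free coupled assay: 10nM USP2 core preincubated 30min RT with compound in Tris-HCl pH 8.0/CaCl2/CHAPS buffer, then 25nM Ub-CHOP2 and 25nM reporter substrate; fluorescence (Ex 485/Em 531) read after 60min RT, normalized to NEM inhibition, concentration-response curves fitted.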
BRCA1 expr act: BRCA1 expression activation; Potency, µM (series often up to 46.1 µM), for inactives: at the highest dose activation, most hits filed as activators; AID 624202; MCF7-BRCA1-FFLuc reporter, luminescence, 48 h; response scale: scaled: vehicle 0%, 10 µM genistein 100%; hit rate 1.1% among 380,000; also: potency is read from the fitted curve at half-maximal effect; nearly all actives have a fitted effect of over 80% in size; some results filed as inactive show a strong effect at the top dose
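MCF7-BRCA1-FFLuc cells, 2000/well in phenol-red-free MEM, attached 2 h then treated 48 h at 37 C. Luciferase luminescence read 15 min after reagent; normalized to genistein maximum activation (10microM) and DMSO, concentration-response fitted.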
S-ASM inh: inhibitors of human secretory acid sphingomyelinase | P17405 | placental ASM, HMU-PC fluorogenic substrate, 60 min | Potency, µM (doses to about 57.5 µM), inactives show at the top dose activity change, negative = inhibition, hits mostly inhibitors | hit rate 0.006% among 340,000 | AID 504937; also: potency is read from the fitted curve at half-maximal effect
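qHTS format. ASM enzyme prepared from human placenta hydrolyses the fluorogenic substrate HMU-PC0 (9 uM final) over 60 min at 37 °C after a 10 min compound preincubation.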
B2AR arrestin: agonists driving beta-arrestin recruitment to human beta2-adrenergic receptor; P07550; beta-arrestin recruitment to beta2AR, cell-based reporter; Potency, µM (titrated, usually from 46.1 µM), for inactives: at the top dose activation, actives largely listed as activators; hit rate 0.02% among 330,000; AID 492947;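 also: potency is read from the fitted curve at half-maximal effect; 0% = DMSO controls and full agonism = EC100 isoproterenol or metaproterenol; nearly all actives have a fitted effect of over 65% in size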
ELG1 genotox: genotoxicity induction in ELG1-luciferase HEK293T cells. Potency, µM (series often up to 46 µM), inactives show at the top dose activity change, positive = activation, hits mostly activators. hit rate 1.3% among 330,000. HEK293T ELG1-luciferase reporter, luminescence, 16 h. AID 504466; also: potency is read from the fitted curve at half-maximal effect; % of control where 0% means no effect; nearly all actives have a fitted effect of over 60% in size
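After overnight (16 hr) compound treatment at 37 °C, ELG1-luciferase HEK293T cells were lysed with ONE-Glo; luminescence quantified 30 min later at room temperature.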
p53 reactivator: restores transcriptional activity of mutant p53 | H1299 p53-A138V BP100-luciferase reporter, luminescence, 24 h | AID 504706 | hit rate 0.063% among 320,000 | Potency, µM (top dose mostly 92.2 µM), without a hit: at the top dose activity change, positive = activation, usual class: activators; also: potency is read from the fitted curve at half-maximal effect; % of control where 0% means no effect; nearly all actives have a fitted effect of over 45% in size
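H1299 (p53-null), stable ts p53-A138V + BP100-Luc; 1000 cells/well, Opti-MEM/10% FBS; cpd 4 pt, 1:5; 24 h, 37 deg C, 5% CO2; detection reagent 10 min RT; luminescence.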
uPA surface inh: cell surface uPA generation inhibition | cell surface uPA generation assay, qHTS | Potency, µM (doses to about 38.3 µM), for the others: at the top dose activity change, negative = inhibition, usual class: inhibitors | hit rate 0.31% among 330,000 | AID 540303; active = well fitted inhibition curve with a large enough effect; inconclusive = small, poorly fitted or top-dose-only effect; inactive = no such curve, though single readings can be large or run the other way; tested in mouse RAW 264.7 cells; also: potency is read from the fitted curve at half-maximal effect; % is scaled to controls: 0 for no effect and ±100 for the full control effect; nearly all actives have a fitted effect of over 55% in size
TRPV1 agonist: human TRPV1 agonism; TRPV1-expressing cells, Fluo-8 calcium influx, agonist mode; Q8NER1; hit rate 0.19% among 320,000; activation, % at 8.33 µM; in the data active = activation above about 80%; inconclusive = between about 30% and that limit; also: 0% is about no effect
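Cells expressing TRPV1 were dye-loaded with Fluo-8 and read kinetically: 10 s baseline, 3 min after compound (agonist portion), then 2 min after EC20 capsaicin (allosteric enhancer portion). Calcium-bound dye fluorescence at 480/520 nm.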
Eya2 phos inh: blocks the phosphatase activity of human Eya2; recombinant Eya2, OMFP fluorescence dephosphorylation (OMFP is methylfluorescein phosphate); hit rate 0.006% among 330,000; AID 488837; Potency, µM (titrated, usually from 76.9 µM), inactives show at the top dose activity, negative = inhibition, actives largely listed as inhibitors; also: potency is read from the fitted curve at half-maximal effect; % is scaled to controls: 0 for no effect and ±100 for the full control effect
Target sequence (O00167 whole entry, looked up): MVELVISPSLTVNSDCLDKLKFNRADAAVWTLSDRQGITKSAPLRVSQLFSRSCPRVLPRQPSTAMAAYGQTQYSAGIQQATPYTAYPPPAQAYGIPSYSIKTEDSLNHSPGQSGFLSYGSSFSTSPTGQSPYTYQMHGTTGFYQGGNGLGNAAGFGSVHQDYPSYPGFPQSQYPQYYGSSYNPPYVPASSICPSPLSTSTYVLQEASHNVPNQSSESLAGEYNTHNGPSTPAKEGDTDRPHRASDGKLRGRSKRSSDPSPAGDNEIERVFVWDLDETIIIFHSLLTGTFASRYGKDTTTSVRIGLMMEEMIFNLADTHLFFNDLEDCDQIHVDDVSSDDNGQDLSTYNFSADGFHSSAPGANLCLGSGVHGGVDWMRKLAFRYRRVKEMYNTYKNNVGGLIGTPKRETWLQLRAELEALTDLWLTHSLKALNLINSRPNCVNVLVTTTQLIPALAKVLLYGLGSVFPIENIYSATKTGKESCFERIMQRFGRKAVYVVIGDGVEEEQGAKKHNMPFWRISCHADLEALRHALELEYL
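Eya2 (0.2 uM) preincubated 10 min at ambient with compound, then OMFP substrate added at 50 uM; 10 min reaction in 50 mM HEPES pH 7.5, 50 mM NaCl, 5 uM MgCl2, 0.05% BSA, 1 mM DTT. Fluorescence read at Ex 485/Em 525 nm.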
PTAP TSG101 blk: blocks PTAP/TSG101 interaction to inhibit HIV-1 budding; Fluorescence polarization, FITC-PTAP peptide / Tsg101 binding; 340,000 tested, under 10 active; Q99816; Potency, µM (titrated, usually from 115 µM), inactives show at the highest dose activity change, negative = inhibition, hits mostly inhibitors; active = well fitted inhibition curve with a large enough effect in the main read-out, with a control signal flat, not every such curve was filed as active; inconclusive = small, poorly fitted or top-dose-only effect, or effect the other way, or a change in a side signal; inactive = no such curve, though single readings can be large or run the other way; also: potency is read from the fitted curve at half-maximal effect; % of control where 0% means no effect
Target sequence (Q99816 whole entry, looked up): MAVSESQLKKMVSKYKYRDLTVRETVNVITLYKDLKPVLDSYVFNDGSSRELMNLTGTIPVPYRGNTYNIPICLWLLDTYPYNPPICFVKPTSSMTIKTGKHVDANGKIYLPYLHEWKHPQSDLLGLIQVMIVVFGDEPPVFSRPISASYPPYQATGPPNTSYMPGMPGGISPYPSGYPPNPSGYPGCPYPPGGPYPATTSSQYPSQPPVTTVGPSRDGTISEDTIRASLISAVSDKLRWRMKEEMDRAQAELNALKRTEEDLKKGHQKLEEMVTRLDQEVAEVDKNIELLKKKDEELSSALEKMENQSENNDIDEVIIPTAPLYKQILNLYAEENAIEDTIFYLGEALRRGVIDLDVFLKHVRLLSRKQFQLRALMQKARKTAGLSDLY
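Compounds were pin-transferred onto Tsg101 binding domain (10 uM final) in HEPES pH 7.5 buffer, then FITC-PTAP peptide was added at 50 nM final. After 20 min at RT, polarization reported peptide displacement across a qHTS concentration series.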
Integrin act MD: activates integrin-mediated alleviation for muscular dystrophy; hit rate 0.064% among 350,000; alpha7betagal myoblasts, beta-gal FDG fluorescence, 48 h; Potency, µM (titrated, usually from 38.3 µM), for inactives: at the top dose activation, most hits filed as activators;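 also: potency is read from the fitted curve at half-maximal effect; 100% = response of the positive control SU9516; nearly all actives have a fitted effect of over 60% in size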
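Alpha7betagal+/- myoblasts (passage 13) were plated 16-24 hr, then exposed to compounds (1:260 dilution of DMSO stock) for 48 hours at 37C. After MPER lysis, β-galactosidase reporter activity was read as FDG fluorescence (ex 480/em 540) after 30 minutes.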
An asterisk follows results filed as active; ? = inconclusive; · = no result given; [ ] = another dose, or the depositor's remark. Unless noted, calls follow the shape of the dose curve; as a rule, active = well fitted curve in the direction sought with a large enough effect; inconclusive = small, poorly fitted or top-dose-only effect, or another doubt; inactive = no such curve, though single readings can be large; an effect the other way counts as inactive or inconclusive.

SMILES	USP2a block	BRCA1 expr act	S-ASM inh	B2AR arrestin	ELG1 genotox	p53 reactivator	uPA surface inh	TRPV1 agonist	Eya2 phos inh	PTAP TSG101 blk	Integrin act MD
CCc1nnc(NC(=O)C2CC(=O)N(Cc3ccco3)C2)s1 (stereo not given)	1%	-17%	0%	0.1%	-2%	7%	0%	1	-8%	-4%	-1%
Cc1cc(C)nc(NC(=O)CSc2ncccn2)n1	-1%	·	·	1.1%	3%	1%	·	-1	-3%	·	·
C(=N\Nc1nc2ccccc2s1)/c1ccccn1	0%	-88%	1%	5.9%	?	-6%	-11%	3	2%	0%	-41%[inhibitor]
CC(=O)c1cccc(NC(=O)N2CCC(NC(=O)c3ccco3)CC2)c1	0%	-12%	-3%	-0.5%	1%	-7%	5%	0	-2%	-4%	28%
O=[N+]([O-])c1cccc(-c2n[nH]c(=S)n2Cc2ccccc2)c1	2%	-3%	-3%	-0.2%	-1%	-11%	1%	-4	8%	0%	?
C=CCn1c(-c2ccoc2)n[nH]c1=S	0%	1%	2%	-0.5%	2%	-2%	4%	2	11%	0%	0%
Cc1nccn1CCc1n[nH]c(=S)n1Cc1ccccc1	-1%	-5%	-4%	0.1%	0%	5%	-3%	1	11%	-3%	4%
NNC(=O)CCN(Cc1ccco1)S(=O)(=O)c1ccc(Cl)cc1	-4%	-6%	-2%	0.2%	-4%	-4%	2%	0	-11%	0%	7%
Cn1c2ccccc2c2cnn(CC(=O)N3CCCCC3)c(=O)c21	-1%	30%	-1%	-0.2%	5%	2%	0%	-2	0%	-3%	-15%
COc1cccc(/C=N/Nc2ccc([N+](=O)[O-])cc2)c1O	1%	?	19%	0.0%	?	?	14%	-4	-13%	-3%	22%
Cc1cc(C(=O)OCC(=O)NCc2ccccc2)c2ccccc2n1	-2%	-3%	-2%	0.3%	3%	6%	2%	·	3%	0%	3%
Cc1cc(C)c(NC(=O)CCN2CCN(Cc3ccccc3)CC2)c(C)c1	·	-16%	0%	·	·	·	2%	·	·	0%	-14%
COC(=O)C1=C(C(=O)c2ccc(C)cc2)C(c2ccc(OC)c(OC)c2)n2nnnc2N1 (stereo not given)	-5%	-5%	3%	0.1%	-5%	0%	-3%	3	30%	-3%	-1%
OCCCNC(=S)Nc1ccc2nc(-c3ccccn3)c(-c3ccccn3)nc2c1	-1%	-1%	60%[activator]	0.0%	3%	0%	5%	·	3%	-10%	-20%
COc1ccc(NS(=O)(=O)c2ccc(NC(=O)c3ccccc3Br)cc2)nn1	0%	-17%	0%	-0.6%	-1%	6%	1%	0	2%	-1%	1%
Cc1cccc(-c2nc(CS(=O)CC(=O)NC3CCCCC3)c(C)o2)c1 (stereo not given)	4%	-2%	-3%	0.5%	-1%	-7%	-5%	11	?	-7%	4%
O=C1CSC(=S)N1/N=C/c1cccc(C(F)(F)F)c1	0%	-13%	0%	-0.5%	-1%	8%	1%	-2	-5%	-2%	21%
O=S(=O)(NC1CCCCC1N1CCC(O)CC1)c1ccc(Cl)cc1 (stereo not given)	-2%	0%	-2%	-1.2%	-6%	-1%	1%	-3	-10%	0%	25%
CCOC(=O)C1(Cc2cccc(OC)c2)CCN(Cc2ccc(OC)c(O)c2)CC1	-2%	-2%	-2%	-0.2%	-21%	-4%	-19%	26	-11%	-6%	-43%
O=C(CSc1ccc2c(c1)OCCO2)Nc1cccc(S(=O)(=O)N2CCCCC2)c1	0%	-10%	3%	6.3%	-3%	-1%	4%	2	-5%	0%	-3%
Cc1cc(N)n2ncc(-c3ccccc3)c2n1	3%	?	-1%	0.5%	10µM*	?	-6%	-2	-23%	-4%	-16%
O=C(O)c1nn(CCOc2c(Cl)cccc2Cl)c(=O)c2ccccc12	-1%	-30%	-3%	-1.6%	-10%	1%	1%	-4	0%	0%	?
O=S(=O)(c1cnc(Cl)c(Cl)c1)N1CCc2ccccc21	0%	-80%	0%	5.1%	1%	3%	?	-3	-21%	-2%	-45%
C/C(=N\Nc1ccc(C(=O)O)cc1)c1ccc(-n2ccnc2)cc1	1%	83%	1%	0.0%	?	1%	2%	3	11%	-1%	-18%
NS(=O)(=O)c1ccc(CCNC(=O)C(=O)c2c[nH]c3ccccc23)cc1	1%	-24%	4%	-0.2%	-7%	-4%	4%	-1	-9%	0%	8%
CC(C)Cn1c(SCC(=O)NCc2ccc(Cl)cc2)nnc1-c1cccc(S(=O)(=O)N2CCOCC2)c1	2%	-33%	0%	-0.1%	0%	-5%	·	-1	27%	-3%	-37%
COc1ccccc1N1CCN(C(=O)CSc2nnc(NC(=O)C3CC3)s2)CC1	-1%	-2%	4%	-0.4%	-6%	-4%	-2%	-2	-6%	-3%	34%
CCOc1ccc(OCCC(=O)N2CCN(S(=O)(=O)c3ccc(OCC)cc3)CC2)cc1	1%	-28%	0%	-0.9%	-3%	-12%	-11%	-1	1%	-2%	-28%
NC(=O)c1cc([N+](=O)[O-])ccc1Nc1ccccc1	-1%	-13%	-9%	-0.1%	7%	7%	14%	1	-22%	0%	2%
Cc1nn(C)c(C)c1/C=C(/C(=O)C(C)C)n1cncn1	10%	-10%	5%	-0.2%	-1%	8%	-18%	3	9%	1%	-41%
Cc1ccc(-n2nc(C)c3c(C(=O)OCC(=O)N(C)C4CCS(=O)(=O)C4)cc(-c4ccccc4)nc32)cc1 (stereo not given)	3%	-40%	-9%	0.2%	-2%	-6%	6%	0	-1%	-11%	2%
N#Cc1nc(Cc2ccccc2)oc1NCCN1CCOCC1	1%	14%	4%	-0.1%	3%	25%	4%	7	3%	0%	-4%
CC1Cc2ccccc2N1C(=O)CN1CCCCC1 (stereo not given)	-1%	-7%	4%	0.5%	0%	3%	1%	-1	5%	-8%	-59%[inhibitor]
Cc1c(C)c2cccnc2c2ncccc12	0%	-70%	-7%	-0.4%	-12%	-33%[inhibitor]	?	-9	8%	-6%	-48%[inhibitor]
COc1ccc2[nH]cc(CCNC(=O)c3ccccc3Cl)c2c1	0%	5%	-5%	-0.3%	1%	-1%	0%	4	11%	-3%	4%
CCOC(=O)C1=C(CN2CCSCC2)NC(=O)NC1c1cc(C)ccc1C (stereo not given)	-1%	3%	1%	0.0%	-5%	-12%	-16%	-4	9%	-11%	12%
Cc1ccnn1CCC(=O)N1CCCC(Nc2ccc(F)c(F)c2)C1 (stereo not given)	2%	-8%	4%	0.6%	-2%	14%	-3%	1	4%	-1%	-16%
CSc1nc(N(C)NC(=O)c2ccc(Cl)cc2)c2ccccc2n1	-2%	-86%	-5%	-0.2%	0%	-1%	-6%	4	8%	-4%	-13%
CCN(CC)S(=O)(=O)c1ccc(Cl)c(NC(=O)c2ccc(C#N)cc2)c1	2%	-31%	2%	0.3%	-3%	-3%	-6%	12	-1%	-3%	2%
O=C(NNS(=O)(=O)c1ccccc1F)c1sccc1-n1cccc1	-1%	30%	2%	-0.2%	-1%	-1%	4%	1	-7%	-2%	44%
COc1ccc(C(=O)Nc2ccc3ccccc3c2)cc1OC	0%	5.6µM*	-2%	-0.4%	?	·	5%	20	-3%	-5%	6%
CCn1c(SCC(=O)OC)nnc1-c1c[nH]c2ccccc12	11%	-16%	6%	-0.8%	0%	1%	4%	1	-19%	-2%	13%
O=C(Nc1ccc(F)c([N+](=O)[O-])c1)C1CC(=O)N(Cc2ccccc2)C1 (stereo not given)	3%	0%	-2%	-1.1%	-3%	-1%	2%	9	-11%	1%	-34%
O=C(Nc1nnc(SCC(=O)N2CCOCC2)s1)C1CC(=O)N(c2ccccc2)C1 (stereo not given)	0%	43%	-6%	0.2%	8%	-4%	-1%	1	1%	-20%	5%
CCCCCC(=O)NC(NC(=S)NC1CCS(=O)(=O)C1)C(Cl)(Cl)Cl (stereo not given)	-3%	-27%	1%	-1.3%	-1%	1%	3%	0	0%	-7%	-12%
O=C(NC(=S)NCc1ccccc1)c1cccnc1	2%	-11%	1%	-0.9%	5%	1%	1%	20	1%	-1%	-27%
CSc1cccc(NC(=O)c2ccccn2)c1	-3%	·	·	-0.2%	?	27%	·	?	4%	·	·
CCOC(=O)Cn1nnc2c(sc3nc4c(c(-c5ccc(Cl)cc5)c32)CCC4)c1=O	-1%	-51%	?	-1.1%	-4%	-1%	12%	·	-8%	-3%	2%
